Source: PubChem BioAssay
TR SRC2 fluor cs – counter-screen for TRb-SRC2 inhibitors: fluorescence interference | TRb/SRC2 Texas Red total fluorescence interference | Potency, µM (doses to about 106 µM), for inactives: at the top dose fluorescence change, negative = quenching | hit rate 0.29% among 280,000 | AID 1479; active = well fitted curve in either direction with a large enough effect; inconclusive = small, poorly fitted or top-dose-only effect; also: potency is read from the fitted curve at half-maximal effect; % is scaled to controls: 0 for no effect and ±100 for the full control effect
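Human TRβ ligand-binding domain (0.6 uM) and Texas Red SRC2 peptide (20 nM) in Tris buffer with 1 uM T3 and 5% DMSO were incubated with pinned compound for 5 hr at ambient temperature. Total fluorescence was computed as S + 2P (555/632 nm).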
CBFb-RUNX1 inh – blocks binding between human CBF-beta and RUNX1 | AlphaScreen CBFb-His/RUNX1-biotin binding, biochemical | Potency, µM (titrated, usually from 59.8 µM), for the others: top-dose activity, negative = inhibition, most hits filed as inhibitors | 230,000 tested, under 10 active | AID 1477; also: % of control where 0% means no effect
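Interaction loss through any mechanism counts as activity. Pre-formed complex of His-CBF-beta and biotin-RUNX1 (30 nM apiece) is incubated with compound 15 min, then with 50 ng nickel and 50 ng streptavidin beads for 90 min before AlphaScreen detection.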
NPSR antagonist – antagonists of human neuropeptide S receptor cAMP signaling; Potency, µM (doses to about 38.3 µM), for inactives: at the top dose activity change, negative = inhibition, hits mostly inhibitors; AID 1461; CHO-NPSR cells, cAMP TR-FRET, antagonist mode; hit rate 1% among 220,000; also: potency is read from the fitted curve at half-maximal effect; % is scaled to controls: 0 for no effect and ±100 for the full control effect; nearly all actives have a fitted effect of over 50% in size; many of its hits are not listed in these tables
Target sequence (Q6W5P4 whole entry, looked up): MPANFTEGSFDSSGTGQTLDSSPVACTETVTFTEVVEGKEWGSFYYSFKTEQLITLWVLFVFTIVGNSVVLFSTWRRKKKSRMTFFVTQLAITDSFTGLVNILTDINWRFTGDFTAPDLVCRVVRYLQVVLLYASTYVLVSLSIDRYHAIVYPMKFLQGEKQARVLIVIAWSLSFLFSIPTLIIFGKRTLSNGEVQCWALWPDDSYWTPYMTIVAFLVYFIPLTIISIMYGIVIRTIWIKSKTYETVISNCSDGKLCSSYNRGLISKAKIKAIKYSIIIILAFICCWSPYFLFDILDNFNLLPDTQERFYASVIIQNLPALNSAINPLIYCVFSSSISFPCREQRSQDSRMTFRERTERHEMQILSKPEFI
Tau fluor counter – counter-screen for tau fibril formation inhibitors; Potency, µM (highest dose often 57.7 µM), for the others: at the highest dose activity change, negative = decrease; tau K18 P301L (four-repeat tau fragment) Alexa594 fluorescence, heparin fibrillization; hit rate 0.93% among 280,000; also: potency is read from the fitted curve at half-maximal effect; % is scaled to controls: 0 for no effect and ±100 for the full control effect; nearly all actives have a fitted effect of over 55% in size
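Human K18 P301L tau (15 uM unlabeled plus 0.24 uM Alexa 594-labeled, final) in 100 mM sodium acetate pH 7 was mixed with compound and 20 uM heparin and incubated 6 hr at 37 C.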
Epigenetic derep – derepresses silenced GFP reporter in murine cells | murine LDR cells, GFP reporter derepression, 30 h | Potency, µM (series often up to 53.9 µM), for inactives: at the top dose GFP activation, usual class: activators | hit rate 0.2% among 280,000; also: potency is read from the fitted curve at half-maximal effect; % of control where 0% means no effect; nearly all actives have a fitted effect of over 60% in size
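Readout is the number of GFP-expressing murine LDR cells, counted by cytometry following washing. Cells were treated with compound for 30 h at 37 C; the stably integrated CMV-GFP locus is normally silent.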
aGal spleen mod – inhibitors or activators of human alpha-galactosidase in spleen homogenate. P06280. human spleen homogenate, 4MU-alpha-Gal fluorescence, 40 min. Potency, µM (top dose mostly 80 µM), for the others: top-dose activity change, negative = inhibition, actives largely listed as inhibitors. hit rate 0.008% among 240,000. AID 2107;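 also: potency is read from the fitted curve at half-maximal effect; 0% = enzyme with vehicle and -100% = no enzyme basal signal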
Target sequence (P06280 32-429 limits assumed): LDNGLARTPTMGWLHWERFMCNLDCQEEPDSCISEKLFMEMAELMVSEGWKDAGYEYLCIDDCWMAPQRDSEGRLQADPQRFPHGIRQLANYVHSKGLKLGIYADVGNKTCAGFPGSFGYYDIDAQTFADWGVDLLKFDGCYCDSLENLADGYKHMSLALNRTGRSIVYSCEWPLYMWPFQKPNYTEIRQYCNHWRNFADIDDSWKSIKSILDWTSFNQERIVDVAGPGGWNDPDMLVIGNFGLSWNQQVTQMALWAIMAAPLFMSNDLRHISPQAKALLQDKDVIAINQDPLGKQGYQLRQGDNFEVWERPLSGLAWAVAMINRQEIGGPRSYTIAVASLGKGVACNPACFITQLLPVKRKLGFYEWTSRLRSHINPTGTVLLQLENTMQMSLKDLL
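Inhibition or activation of alpha-galactosidase in human spleen homogenate is scored by 4-MU fluorescence after 40 min at 37C, pH 5.0, with 1 mM substrate. AC50s come from concentration-response fitted to the Hill equation.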
Tau fibril FP – tau fibrillization inhibition (FP); P10636; K18 P301L tau heparin fibrillization, Alexa594 FP, 6 h; Potency, µM (highest dose often 57.7 µM), without a hit: at the top dose activity, negative = inhibition, hits mostly inhibitors; hit rate 0.39% among 280,000; AID 1468; also: potency is read from the fitted curve at half-maximal effect; % is scaled to controls: 0 for no effect and ±100 for the full control effect; nearly all actives have a fitted effect of over 55% in size
Target sequence (P10636 561-689 P618L limits assumed): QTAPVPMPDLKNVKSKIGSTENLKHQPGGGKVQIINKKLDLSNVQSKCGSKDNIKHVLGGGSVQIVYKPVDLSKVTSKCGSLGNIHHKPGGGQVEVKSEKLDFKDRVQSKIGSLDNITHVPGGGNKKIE
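Steps: dispense K18 P301L tau (15 uM plus 0.24 uM Alexa 594 tracer, final) in pH 7 sodium acetate; add compound; add heparin (20 uM final); incubate 6 hr, 37 C; add ThT (30 uM final); after 1 hr ambient, read FP.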
TRb SRC2 PPI – inhibitors of human thyroid hormone receptor beta-SRC2 interaction; TRbeta-SRC2 peptide binding, fluorescence polarization; receptor liganded with 1 µM T3; Potency, µM (doses to about 106 µM), for the others: at the top dose activity change, negative = inhibition, usual class: inhibitors; hit rate 0.065% among 280,000;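 also: potency is read from the fitted curve at half-maximal effect; plate controls were bound peptide for no effect and peptide without receptor for full effect; nearly all actives have a fitted effect of over 50% in size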
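A fluorescence polarization screen tested compounds at multiple concentrations against complex formation between 0.6 uM TRb ligand-binding domain and 20 nM Texas Red SRC2 peptide, with 1 uM T3 present; readout after 5 hr.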
An asterisk follows results filed as active; ? = inconclusive; . = no result given; [ ] = another dose, or the depositor's remark. Unless noted, calls follow the shape of the dose curve; as a rule, active = well fitted curve in the direction sought with a large enough effect; inconclusive = small, poorly fitted or top-dose-only effect, or another doubt; inactive = no such curve, though single readings can be large; an effect the other way counts as inactive or inconclusive.

Second line of a record: TR SRC2 fluor cs	CBFb-RUNX1 inh	NPSR antagonist	Tau fluor counter	Epigenetic derep	aGal spleen mod	Tau fibril FP	TRb SRC2 PPI
1	O=C(CCNC(=O)Cn1ccc2ccccc2c1=O)NCC1CCCC1c1ccccc1 (stereo not given)
 : 0%	-6%	12%	6%	1.7%	-3%	3%	4%
2	COc1ccc(S(=O)(=O)Nc2cccc(-c3ccc(N4CCC(C)CC4)nn3)c2)cc1OC
 : 0%	.	.	?	5.1%	.	-7%	3%
3	CCN1CCN(C(=S)c2ccc(O)cc2)CC1
 : -1%	-1%	-12%	6%	5.5%	-12%	-4%	7%
4	Cc1oc(-c2ccccc2Cl)nc1CSc1nc2c(c(=O)[nH]1)CCC2
 : -3%	1%[2.36 µM]	0%	-3%	4.0%	12%	8%	-2%
5	CCc1cc(=O)[nH]c(SCc2nc(-c3cccc(Cl)c3)no2)n1
 : 1%	.	.	-18%	-0.5%	.	-5%	0%
6	COc1ccccc1C(=O)Nc1ccc2c(c1)nc(CCNC(=O)c1ccccc1)n2C
 : -2%	2%	14%	-20%	-1.0%	-21%	-5%	7%
7	Cc1c(CCOC(=O)C23CC4CC(CC(C)(C4)C2)C3)sc[n+]1Cc1ccccc1
 : -4%	0%	0%[46.1 µM]	-6%	-0.1%	-7%	2%	-15%
8	N#Cc1c(SCC(N)=O)nc(-c2ccccc2)c2c1CCCC2
 : -1%	1%	-18%[46.1 µM]	0%	-1.8%	-13%	13%	-11%
9	CCN(CC)C(=O)CSc1nnc(-c2ccccc2)c(-c2ccccc2)n1
 : -1%	8%	-9%	-5%	-1.8%	-8%	3%	-1%
10	O=C(CN1C(=O)COc2ccc(S(=O)(=O)NC3CCCC3)cc21)NCc1ccc(Cl)cc1
 : 5%	.	.	-10%	-1.2%	.	1%	7%
11	COc1ccc(OC)c(NC(=O)C(CC(=O)O)NCc2ccco2)c1 (stereo not given)
 : 1%	-2%	0%[46.1 µM]	2%	0.0%	8%	6%	2%
12	CC(C)CNC(=S)N1CCN(C)CC1
 : -2%	1%	5%[46.1 µM]	1%	0.0%	0%	-3%	-1%
13	Cc1ccc(CN2CCC(CNC(=O)c3cnn(-c4ccc(C)cc4)c3C3CCN(C(=O)OC(C)(C)C)CC3)CC2)cc1
 : -2%	.	.	-13%	-1.3%	.	-8%	-2%
14	COc1ccc(/C=C(\NC(=O)c2ccccc2)C(=O)NCCC(=O)O)cc1
 : -1%	0%	8%	6%	-3.1%	0%	6%	5%
15	CCOC(=O)c1ccc(N2C(=O)c3n[nH]c(-c4ccco4)c3C2c2cccc(OC)c2)cc1 (stereo not given)
 : -1%	.	.	?	2.1%	.	?	-5%
16	Cc1ccc(-n2c(=O)cc(N3CCC(C)CC3)[nH]c2=O)cc1
 : 0%	0%	-7%[46.1 µM]	-2%	0.0%	3%	-11%	0%
17	COc1ccc(/C=C\C(=O)NC2CC(=O)N(c3ccccc3)C2)cc1OC (stereo not given)
 : -1%	.	.	-3%	-0.1%	.	-1%	-1%
18	C/C(CC(=O)Nc1ccc2c(c1)OCO2)=N\NC(=O)c1ccccc1N
 : -3%	-22%	1%	-19%	-1.2%	-18%	-1%	-4%
19	N#Cc1ccc(-c2ccco2)nc1SCC(=O)c1ccc(Cl)cc1
 : -10%	-12%	-11%[46.1 µM]	?	?	10%	-4%	-6%
20	O=C(O)/C=C/C(=O)Nc1ccc(OCc2ccccc2)cc1
 : -3%	9%	10%	-4%	0.1%	5%	2%	-11%

(next part)
| no. | structure | TR SRC2 fluor cs | CBFb-RUNX1 inh | NPSR antagonist | Tau fluor counter | Epigenetic derep | aGal spleen mod | Tau fibril FP | TRb SRC2 PPI |
| --- | --- | --- | --- | --- | --- | --- | --- | --- | --- |
| 21 | Cc1[nH]c(=O)[nH]c1CN1CCCCC1 | 2% | -1% | -6%[46.1 µM] | 1% | -5.4% | 8% | 2% | -14% |
| 22 | Cc1ccc2c(C)[nH]c(=O)cc2c1 | -1% | 3% | 1%[46.1 µM] | -1% | -0.9% | 2% | 9% | 3% |
| 23 | CCOC(=O)C1(CCc2ccccc2)CCN(C(=O)CCn2cnnn2)CC1 | -4% | 19% | -4% | -3% | 1.1% | 2% | -4% | -7% |
| 24 | C/C(=N/OC(=O)c1c(F)cccc1F)c1nccs1 | -1% | 9% | 5%[46.1 µM] | -1% | -5.7% | 5% | 2% | 2% |
| 25 | Cn1cc(CCC(=O)NCc2ccc(Cl)cc2)c2ccccc21 | -1% | . | . | -21% | 2.4% | . | 15% | -3% |
| 26 | Brc1cccc(Cn2c(-c3cncs3)nc3ccccc32)c1 | 3% | 5% | -11%[46.1 µM] | -17% | -3.5% | -5% | ? | 5% |
| 27 | CSc1nc(C)cc(OCCO)n1 | 1% | 20% | -9%[46.1 µM] | 0% | -3.6% | 2% | -1% | ? |
| 28 | C=CCn1c(SCc2ccc(OC)cc2)nnc1-c1cccnc1 | 2% | -3% | -4%[46.1 µM] | 3% | -5.4% | -17% | -2% | -11% |
| 29 | Cc1ccc(C)c(NC(=O)C(c2ccccc2)N2CCOCC2)c1 (stereo not given) | -1% | 6% | 11% | -2% | -3.6% | 2% | 7% | -2% |
| 30 | C=CCNc1c2c(nc3ncnn13)CC(C)CC2 (stereo not given) | -2% | 12% | 9% | 2% | -1.7% | -7% | -5% | -3% |

Next compounds
| no. | structure | TR SRC2 fluor cs | CBFb-RUNX1 inh | NPSR antagonist | Tau fluor counter | Epigenetic derep | aGal spleen mod | Tau fibril FP | TRb SRC2 PPI |
| --- | --- | --- | --- | --- | --- | --- | --- | --- | --- |
| 31 | FC(F)(F)Oc1ccc(NC(=S)NCc2ccccc2)cc1 | -1% | 2% | -3% | -27% | 3.0% | -1% | ? | -11% |
| 32 | NC(=O)NCc1ccc(Cl)cc1 | -1% | -2% | -5%[46.1 µM] | 2% | -1.4% | 8% | -3% | -3% |
| 33 | COc1ccc(C(=O)N(CC2CCCO2)C(C(=O)NC2CCCC2)c2ccc(C)cc2)cc1OC (stereo not given) | -1% | 12% | -11%[46.1 µM] | -8% | 0.4% | 4% | 2% | -3% |
| 34 | COCCNc1ncnc2nc[nH]c12 | 1% | 4% | 6%[46.1 µM] | -3% | -0.1% | 8% | -5% | -11% |
| 35 | COC(=O)c1cccc(NC(=O)NC(=O)c2ccccc2Cl)c1 | 0% | 4% | -14% | -7% | 3.2% | 3% | -15% | -6% |
| 36 | Cc1ccc(CNC(=O)COC(=O)CSc2cc(C)c(Br)cc2C)cc1 | 2% | 9% | 11% | -10% | -1.0% | 3% | -4% | -10% |
| 37 | COc1ccc(-n2c(SCC(=O)N3CCc4ccccc43)nnc2-c2c[nH]c3ccccc23)cc1 | -5% | 7% | -2% | -3% | -1.0% | 1% | -1% | -4% |
| 38 | CCN1CCN(C(=O)C2CCN(Cc3cc(Cl)ccc3O)CC2)CC1 | 1% | -4% | -11%[46.1 µM] | 3% | 1.0% | -1% | 5% | 0% |
| 39 | O=C1CN(C(=O)COC(=O)CNS(=O)(=O)c2ccccc2)c2ccccc2N1 | 1% | -2% | 14% | 11% | 0.9% | -8% | 10% | -5% |
| 40 | CC(C)C(=O)Nc1nnc2n1CCS2 | 1% | . | . | -5% | 0.8% | . | 2% | 1% |

Other compounds follow.
| no. | structure | TR SRC2 fluor cs | CBFb-RUNX1 inh | NPSR antagonist | Tau fluor counter | Epigenetic derep | aGal spleen mod | Tau fibril FP | TRb SRC2 PPI |
| --- | --- | --- | --- | --- | --- | --- | --- | --- | --- |
| 41 | COC(=O)c1ccc(NC(=O)c2ccc(NC(=O)C3CCCO3)cc2)cc1 (stereo not given) | 1% | 2% | 10% | -11% | -0.6% | 3% | 3% | -5% |
| 42 | COCCn1c(SCC(=O)Nc2ccc(Br)cc2)nc2c([nH]c3ccccc32)c1=O | 3% | . | . | -23% | 1.1% | . | -14% | 10% |
| 43 | CC(=O)N1CC=C2C(C#N)=C(N)C(C#N)(C#N)C(CCc3ccccc3)C2C1 (stereo not given) | 5% | 3% | -7%[46.1 µM] | -13% | -1.0% | 19% | -20% | -19% |
| 44 | CCCCOC(=O)/C(=C/c1cn(C)c2ccccc12)NC(=O)c1ccc(OC)cc1 | 2% | -4% | -16% | -3% | -1.8% | 5% | 4% | 1% |
| 45 | CN(Cc1ccccc1)CC(O)COc1ccc(CNCCCOc2cccnc2)cc1 (stereo not given) | 0% | 8% | -12% | 0% | -2.9% | -5% | 5% | -8% |
| 46 | CCc1c(C)nc(N)n2c(SCC(=O)Nc3ccccc3)nnc12 | 0% | 3% | -12%[46.1 µM] | -1% | 1.1% | 2% | -1% | -5% |
| 47 | COC(=O)c1c(NC(=O)CN2C(=O)C(=O)N(CC(C)C)C2=O)sc2c1CCCCC2 | -2% | 1% | -4%[46.1 µM] | -25% | 1.1% | 0% | -3% | -2% |
| 48 | CSc1nc2ccc(NC(=O)c3ccc(Cl)s3)cc2s1 | 1% | -1% | 50% | -28% | ? | 1% | ? | 7% |

Five compounds out of the list, arranged by heavy-atom count, ascending:
| no. | structure | TR SRC2 fluor cs | CBFb-RUNX1 inh | NPSR antagonist | Tau fluor counter | Epigenetic derep | aGal spleen mod | Tau fibril FP | TRb SRC2 PPI |
| --- | --- | --- | --- | --- | --- | --- | --- | --- | --- |
| 32 | NC(=O)NCc1ccc(Cl)cc1 | -1% | -2% | -5%[46.1 µM] | 2% | -1.4% | 8% | -3% | -3% |
| 20 | O=C(O)/C=C/C(=O)Nc1ccc(OCc2ccccc2)cc1 | -3% | 9% | 10% | -4% | 0.1% | 5% | 2% | -11% |
| 25 | Cn1cc(CCC(=O)NCc2ccc(Cl)cc2)c2ccccc21 | -1% | . | . | -21% | 2.4% | . | 15% | -3% |
| 46 | CCc1c(C)nc(N)n2c(SCC(=O)Nc3ccccc3)nnc12 | 0% | 3% | -12%[46.1 µM] | -1% | 1.1% | 2% | -1% | -5% |
| 13 | Cc1ccc(CN2CCC(CNC(=O)c3cnn(-c4ccc(C)cc4)c3C3CCN(C(=O)OC(C)(C)C)CC3)CC2)cc1 | -2% | . | . | -13% | -1.3% | . | -8% | -2% |

These rows are one share of the data (hit frequency here may not be typical).
